# TRPC4 inh – inhibitors of mouse TRPC4 channel, primary screen, Fluo4 calcium, HEK293 TRPC4beta/mu-opioid cells. Short transient receptor potential channel 4 (Mus musculus), Q9QUQ5. DAMGO-evoked Fluo4 calcium flux; active compounds read low. B-score at 10 µM. 300,000 tested, 0.39% active;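 active = B-score over 3 SD under the library average, no early fluorescence shift, positive overall ratio signal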
# Target sequence (Q9QUQ5 whole entry, looked up): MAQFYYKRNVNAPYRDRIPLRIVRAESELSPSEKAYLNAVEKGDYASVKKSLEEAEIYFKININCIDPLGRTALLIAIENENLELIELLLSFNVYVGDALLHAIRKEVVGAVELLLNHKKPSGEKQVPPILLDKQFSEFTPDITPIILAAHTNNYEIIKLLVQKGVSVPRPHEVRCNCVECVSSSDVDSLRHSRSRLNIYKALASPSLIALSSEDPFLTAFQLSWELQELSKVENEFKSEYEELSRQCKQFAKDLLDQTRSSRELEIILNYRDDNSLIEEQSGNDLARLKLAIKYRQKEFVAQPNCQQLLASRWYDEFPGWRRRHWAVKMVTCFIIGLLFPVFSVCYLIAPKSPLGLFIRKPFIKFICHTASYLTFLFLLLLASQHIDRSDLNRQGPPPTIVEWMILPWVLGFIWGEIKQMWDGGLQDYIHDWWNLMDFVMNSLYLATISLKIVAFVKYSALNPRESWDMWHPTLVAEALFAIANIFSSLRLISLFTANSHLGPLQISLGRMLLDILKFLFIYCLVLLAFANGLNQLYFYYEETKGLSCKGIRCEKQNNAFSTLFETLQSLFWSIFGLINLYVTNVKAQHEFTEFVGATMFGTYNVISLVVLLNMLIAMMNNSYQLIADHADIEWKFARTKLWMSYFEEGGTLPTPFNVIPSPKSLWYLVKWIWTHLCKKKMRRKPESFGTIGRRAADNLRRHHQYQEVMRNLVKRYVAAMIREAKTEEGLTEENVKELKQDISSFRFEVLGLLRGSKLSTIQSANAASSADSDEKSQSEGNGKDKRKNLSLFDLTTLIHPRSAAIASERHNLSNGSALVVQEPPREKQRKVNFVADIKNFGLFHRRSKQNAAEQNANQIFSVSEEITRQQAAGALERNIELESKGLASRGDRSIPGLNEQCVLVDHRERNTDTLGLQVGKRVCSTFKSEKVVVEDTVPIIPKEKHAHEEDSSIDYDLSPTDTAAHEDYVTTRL
#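 Assay system: Stable TRPC4beta/mu-opioid receptor HEK293 cells | Reagent: DAMGO in two steps, submaximal then maximal | Compound dosing: Single concentration per test compound | Signal: Fluo4 Ca2+ flux fluorescence | Evaluation: Per-well B score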
# HIF act – HIF pathway transcriptional activators, primary screen, cell-based, U2OS HRE-luciferase, luminescence | U2OS HRE-luciferase reporter; normalized: DMSO 0%, desferrioxamine 100% | AID 1910, 2009 | 300,000 tested, 0.32% active | activation, % at 7.5 µM (by protocol);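 active = mean activation of at least 10% of the iron chelator positive control signal, with at least half of replicates also reaching 10%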
# RGS4 pot – RGS4 potentiators or activators, primary screen, cell-based, HEK293 M3R inducible RGS4, calcium flux; carbachol calcium flux Fluo4; active compounds read low; B-score at 10 µM; 310,000 tested, 0.92% active;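 active = B-score of the integrated calcium signal more than 4 SD below the library mean, with starting fluorescence not abnormally high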;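 also: negative B-score means reduced calcium response which marks RGS4 activation or potentiation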
#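 Test system: HEK293 cells with stable M3R and inducible RGS4; also added: carbachol at ECmax as muscarinic agonist stimulus; schedule: dye loading 30 min 37 °C, buffer rest 30 min RT; technique: kinetic calcium fluorescence imaging with Fluo4-AM dye, 2 µM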
# TRPC6 activator – mouse TRPC6 channel activators, primary screen, cell-based, HEK293, membrane potential dye | B-score at 10 µM | 310,000 tested, 0.13% active | HEK293-TRPC6 membrane potential dye fluorescence; active compounds read high;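 active = B-score of the integrated fluorescence ratio above library mean plus 3 SD, and starting fluorescence ratio within library mean plus 5 SD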;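 also: higher score means more depolarization so channel activation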
# Platelet DG rel – inhibitors of platelet dense granule secretion, primary screen, cell-based, MLPCN, human platelets; human platelet-rich plasma, SFLLRN dense granule ATP release, luminescence; AID 1663, 2009; inhibition, %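 (compounds screened at 7.5 µM in platelet-rich plasma)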; 300,000 tested, 0.22% active;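 active = mean replicate score, as percent of positive control, at or above 50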
# MrgX1 ag – agonists of human MrgX1 receptor, primary screen, HEK293 cells, Fluo-4 calcium flux; Fluo-4 calcium fluorescence, agonist mode; active compounds read high; B-score at 10 µM; 310,000 tested, 0.44% active;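 active = calcium response B-score plate-corrected fluorescence ratio at least 3 library SD, with starting fluorescence B-score inside 5 SD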
#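 Material: MrgX1-expressing HEK293 cells; input: 15,000 cells per well; doses: test compound given as first of three sequential additions; schedule: overnight plating before 1 h dye loading; technique: Fluo-4 NW calcium-flux fluorescence, kinetic read; evaluation: baseline-normalised fluorescence change ratio, B-scored; control set: plate-wise positive and negative controls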
# SKKanGAS inh – S. pyogenes SKKanGAS growth inhibitors in kanamycin, primary screen, streptokinase expression inhibitor project, SKKanGAS strain, BacTiter-Glo luminescence. AID 1662, 2009. 6 h. inhibition, % at 7.5 µM. 300,000 tested, 1.3% active;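 active = mean replicate score, as percent of positive control median, at least 50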;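 also: strain carries kanamycin resistance gene driven by streptokinase promoter and grows in 40 µg/ml kanamycin; loss of luminescence reflects streptokinase promoter inhibition or plain growth inhibition; 0% = median of DMSO wells and 100% = positive control at its reference dose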
# RGS4 block – RGS4 inhibitors, primary screen, cell-based, HEK293 M3R inducible RGS4, calcium flux; B-score at 10 µM; 310,000 tested, 0.45% active; Fluo-4 calcium flux; active compounds read high; triggered by carbachol at its EC20; Regulator of G-protein signaling 4 (Homo sapiens), P49798; AID 463165, 2010;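 active = B-score, a plate-corrected calcium signal, over three deviations above library mean, with baseline fluorescence within five deviations of library mean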;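 also: RGS4 expression induced by doxycycline in cells with stable M3 receptor; B-score is computed from the integrated fluorescence ratio over baseline after carbachol; higher B-score means a larger calcium signal and so more RGS4 inhibition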
# TRPC6 inh – mouse TRPC6 channel inhibitors, primary screen, cell-based, HEK293, membrane potential dye; ACh-evoked depolarization; active compounds read low; 310,000 tested, 1.1% active; B-score at 10 µM; Short transient receptor potential channel 6 (Mus musculus), Q61143;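 active = B-score under library mean minus 3 SD, initial fluorescence not abnormally high, positive integrated signal ratio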;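 also: B-score derived from integrated fluorescence ratio over the kinetic read; more negative B-score means stronger inhibition of depolarization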
# MrgX1 antag – antagonists of human MrgX1 receptor, primary screen, HEK293 cells, Fluo-4 calcium flux; BAM8-22 antagonism; active compounds read low; 310,000 tested, 1.3% active; Mas-related G-protein coupled receptor member X1 (Homo sapiens), Q96LB2; AID 588676, 2011; B-score at 10 µM;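 active = calcium-response B-score plate-corrected more than 3 library SD below zero, starting fluorescence within 5 deviations, no agonist response on first addition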;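 also: peak minus trough fluorescence over baseline after final BAM8-22 challenge near maximal dose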
# MrgX1 allo act – positive allosteric modulators of MrgX1, primary screen, HEK293 cells, Fluo-4 calcium flux; Mas-related G-protein coupled receptor member X1 (Homo sapiens), Q96LB2; 310,000 tested, 0.63% active; FDSS; active compounds read high; B-score at 10 µM;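 active = plate-corrected calcium response at least 3 library SD above typical, normal starting fluorescence, not activating the receptor alone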;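 also: compound read alongside a low EC10 to EC30 dose of BAM8-22 agonist; peak minus trough fluorescence over baseline measured at the second addition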
# The depositor's hits bear a star; i = inactive. Compounds were not picked by outcome. About 6.1% of those tested had a hit in this group.
SMILES,TRPC4 inh,HIF act,RGS4 pot,TRPC6 activator,Platelet DG rel,MrgX1 ag,SKKanGAS inh,RGS4 block,TRPC6 inh,MrgX1 antag,MrgX1 allo act
CCN(CC)CCNC(=O)c1ccc(Cl)c(S(=O)(=O)N2CCCCCC2)c1,i,-1.3,i,i,-5,i,4,i,i,i,i
Cc1ccc2[nH]c(C(=O)O)c(NC(=O)[C@@H]3C[C@@H]3c3ccccc3)c2c1,i,-0.2,i,i,1,i,1,i,i,i,i
CCOC1=C/C(=C/c2c(N)n3nc(S(=O)(=O)CC)sc3nc2=O)C=CC1=O,i,-0.5,i,i,11,i,22,i,i,i,34*
COc1ccc(OC)c(C2CC(=O)C(C)C(c3cc(OC)ccc3OC)N2)c1 (configuration not stated),i,-0.1,i,i,2,i,-1,i,i,i,i
O=C(CCSc1ccc(Cl)cc1)NCc1ccncc1,i,-0.3,i,i,33,i,-13,i,i,i,i
FC(F)(F)c1cc(CCN2C(=S)NC[C@@H]2CC2CCCCC2)cc(C(F)(F)F)c1,i,0.6,-9.8*,i,-6,i,68*,i,i,i,i
O=C(COc1ccc2ccccc2c1)Nc1cccc2c1C(=O)NC2=O,i,-0.2,i,i,0,i,-4,i,i,i,i
OCCC1CN(Cc2ccn[nH]2)CCN1Cc1ccc(F)c(F)c1 (configuration not stated),i,-0.3,i,i,-2,i,0,i,i,i,i
CC(C)CCCCCCNC(=S)Nc1ccc(S(=O)(=O)N2CCOCC2)cc1,i,-0.4,i,i,-5,i,-8,i,i,i,i
O=C(O)[C@H](Cc1ccccc1)NC(=O)N1CCN(c2cccc(C(F)(F)F)c2)CC1,i,-0.4,i,i,-5,i,-4,i,i,i,i
Cc1ccnc(NC(=S)NC(=O)/C=C/c2ccc(Cl)cc2)c1,i,1.3,i,i,-1,i,1,i,i,i,i
O=C(COc1ccc2c(c1)OCO2)Nc1nnc(Cc2ccccc2)s1,i,0.5,i,i,0,i,1,i,i,i,i
CCCn1c2ccccc2c2cnn(CC(=O)NCCCN3CCCC(C)C3)c(=O)c21 (configuration not stated),i,-0.2,i,i,3,i,-3,i,i,i,i
O=C(NC1CCCN(Cc2ccc(Cl)cc2)C1)C1CCC1 (configuration not stated),i,1.6,i,i,2,i,-4,i,i,i,i
CCCCOc1ccc(C(NC(=O)OCC)NC(=O)OCC)cc1,i,0.0,i,i,4,i,-2,i,i,i,i
COc1ccc(C)cc1NC(=S)NNC(=O)c1c(Br)cnn1C,i,0.0,i,i,9,i,1,i,i,i,i
CC(=O)NN1C(=O)c2ccccc2NC1c1ccccc1 (configuration not stated),i,-5.7,i,i,5,i,-2,i,i,i,i
COc1ccc(-c2cc(C(F)(F)F)nc(SCC(=O)NCc3cccs3)n2)cc1,i,-0.1,i,i,3,i,5,i,i,i,i
Cc1cc(=O)oc2c3c(cc(OCC(=O)NCc4cccnc4)c12)OC(C)(C)CC3,i,-0.1,i,i,-1,i,-2,i,i,i,i
Cc1cc(C)cc(Nc2nc3c([nH]2)c(=O)n(C)c(=O)n3C)c1,i,-0.6,i,i,-3,i,6,i,i,i,i
CCCCC(CC)CNC(=O)c1[nH]c(C)c(C(C)=O)c1C (configuration not stated),i,0.2,i,i,3,i,-18,i,i,i,i
COc1cc(OC)cc(C(=O)N[C@H](C(=O)OCn2nnc3ccccc3c2=O)C(C)C)c1,i,-0.3,i,i,3,i,-5,i,i,i,i
[O-][N+]1=C(c2cccs2)CN(O)C1,i,-2.2,i,i,-2,i,-2,i,i,i,i
CCOC(=O)c1nn(-c2ccc(F)cc2)c(=O)c2c(N)scc12,i,-0.1,i,i,-14,i,-6,i,i,i,i
COc1cc(C(=O)NCCNc2nc3ccc(C)cc3cc2C#N)cc(OC)c1OC,i,3.5,i,i,-5,i,-1,i,i,i,i
O=C(NCc1ccccc1)N1CCC(n2cnc3cc(F)ccc32)CC1,i,0.7,i,i,-1,i,1,i,i,i,i
CC(C)c1ccccc1-n1c(SCC(=O)c2ccc3c(c2)NC(=O)CO3)nc2ccccc2c1=O,i,-1.6,i,i,2,i,22,i,i,i,i
C/C(=N\NC(=O)c1ccc(-c2ccccc2)cc1)c1ccco1,i,-0.2,i,i,-7,i,-6,i,i,i,i
NC(=O)c1nc(-c2ccccc2)c(-c2ccccc2)[nH]c1=O,i,0.2,i,i,-18,i,-5,i,i,i,i
COc1ccc(-c2nc3ccccc3c(=O)n2O)cc1,i,0.7,i,i,5,i,8,i,i,i,i
CCCN(C(=O)c1cn(C)c(=O)c2ccccc12)c1ccccc1C,i,-3.7,i,i,7,i,-1,i,i,i,i
Cc1ccccc1NC(=O)CN1CCC(C(=O)c2ccc3c(c2)OCCO3)CC1,i,-0.7,i,i,-6,i,1,i,-5.5*,i,i
CSCCC(NC(=O)COc1ccccc1)C(=O)OCCOc1ccc(F)cc1 (configuration not stated),i,-0.1,i,i,-11,i,-3,i,i,i,i
CC1=NNC(=O)C1CCC(=O)N/N=C/c1c(Cl)cccc1Cl (configuration not stated),i,-0.2,i,i,-1,i,7,i,i,i,i
O=C(COc1ccccc1[N+](=O)[O-])N/N=C/C=C/c1ccco1,i,2.0,i,i,5,i,0,i,i,i,i
CC(C)(C)c1cc(=O)n2c(nc3ccccc32)[nH]1,i,1.5,i,i,-25,i,-2,i,i,i,i
O=C(C[n+]1cc(-c2ccc(F)cc2)n2c1CCC2)c1cccs1,i,3.7,i,i,4,i,1,i,i,i,i
O=C(/C=C/c1ccc([N+](=O)[O-])cc1)NCc1ccco1,i,-0.8,i,i,12,i,-1,i,i,i,i
CSCCC(NC(=O)OC(C)(C)C)C(=O)NC(C(=O)NC(CC(C)C)C(N)=O)C(C)C (configuration not stated),i,-0.1,i,i,2,i,3,i,i,i,i
COc1cc(/C=C/C(=O)O)ccc1OCc1ccccc1C#N,i,-0.2,i,i,-17,i,-15,i,i,i,i
Cc1nnc(SCCn2c(N3CCCC(C)C3)nc3c2c(=O)n(C)c(=O)n3C)s1 (configuration not stated),i,0.1,i,i,1,i,-5,i,i,i,i
Oc1cccc(NC(=S)Nc2ccc(SC(F)F)cc2)c1,i,0.9,i,i,1,i,11,i,i,i,i
COc1cc(CNC2CCCC2)cc(OC)c1OC,i,-0.3,i,i,3,i,12,i,i,i,i
COc1cccc2cc(C(=O)C3=C(O)C(=O)N(CCN4CCOCC4)C3c3ccc(Cl)cc3)oc12 (configuration not stated),i,-0.1,i,i,4,i,14,i,i,i,i
COc1ccc(C(C2C(=O)CC(C)(C)CC2=O)C2C(=O)CC(C)(C)CC2=O)cc1,i,-0.3,i,i,-2,i,3,i,i,i,i
CCn1c(SCC(=O)N2CCN(c3ccccc3)CC2)nc2c([nH]c3ccccc32)c1=O,i,0.2,i,i,26,i,-2,i,i,i,i
O=C(CN1CC[n+]2c(-c3ccccc3)csc21)c1ccc(Br)cc1,i,0.5,i,i,-11,i,4,i,i,i,i
COCCN1C(=O)c2ccc(C(=O)NCc3ccco3)cc2C1=O,i,-0.3,i,i,8,i,-5,i,i,i,i
COc1cccc(/C=N/NC(=O)c2csc(-n3nc(C)cc3C(F)(F)F)n2)c1,i,-0.3,i,i,-4,i,2,i,i,i,i
CCN(CC)C(=O)Oc1ccc2ccccc2c1Br,i,1.5,i,i,-4,i,14,i,i,i,i

# Only RGS4 block and RGS4 pot, for two of the compounds above:
Compound | RGS4 block | RGS4 pot
COc1ccc(C)cc1NC(=S)NNC(=O)c1c(Br)cnn1C | i | i
CC(=O)NN1C(=O)c2ccccc2NC1c1ccccc1 (configuration not stated) | i | i

# Further structures follow.
SMILES,TRPC4 inh,HIF act,RGS4 pot,TRPC6 activator,Platelet DG rel,MrgX1 ag,SKKanGAS inh,RGS4 block,TRPC6 inh,MrgX1 antag,MrgX1 allo act
O=C(Nc1ccccc1N1CCCC1)c1cccc(Cl)c1Cl,i,-0.1,i,i,6,i,6,i,i,i,i
O=C(Cn1cnc2ccccc21)Nc1ccc(C(=O)O)cc1,i,-0.8,i,i,-2,i,5,i,i,i,i
N#CCOC(=O)[C@H](Cc1ccccc1)N1C(=O)c2ccccc2C1=O,i,0.4,i,i,-7,i,2,i,-7.1*,i,i
O=C(O)COCC(=O)N1CCc2c([nH]c3ccccc23)C1C(F)(F)F (configuration not stated),i,-12,i,i,-7,i,0,i,i,i,i
O=[N+]([O-])c1ccc2nc(-c3ccc(Cl)cc3)[nH]c2c1,i,2.0,i,i,-16,i,0,i,i,-5.8*,i
CCc1cc2c(SCC(=O)O)ncnc2s1,i,0.0,i,i,5,i,-3,i,i,i,i
Cc1cc2ccccn2c1C(=O)Nc1ccccc1,i,-0.2,i,i,-2,i,-7,i,i,i,i
O=C(OCc1ccc(-c2ccccc2)cc1)c1cccc(O)c1,i,2.3,i,i,-32,i,55*,i,i,i,i
O=S(=O)(c1ccccc1)n1ccc(-c2cnc(-c3ccccc3)s2)n1,i,3.6,i,i,-3,i,-5,i,i,i,i
O=C(CCNC(=O)c1ccccc1Cl)NC1=NCCS1,i,0.7,i,i,-3,i,-5,i,i,i,i
CCOc1ccccc1C(=O)NC1CCNCC1,i,1.3,i,i,1,i,-2,i,i,i,i
O=C(Nc1cc(C(F)(F)F)ccc1N1CCCC1)C1=COCCO1,i,0.3,i,i,0,i,12,i,i,i,i
CC(=O)Nc1ccc(NC(=O)c2c([N+](=O)[O-])cnn2C)cc1,i,-0.2,i,i,4,i,1,i,i,i,i
CN(C)S(=O)(=O)c1ccc(C(=O)NCC(=O)N/N=C/c2ccccc2)cc1,i,-0.5,i,i,2,i,5,i,i,i,i
Cn1nc(NC(=O)C(F)(F)F)c2ncc(-c3ccc(Cl)cc3)nc21,i,1.9,i,i,-2,i,4,i,i,i,i

# Bioassay records (PubChem BioAssay)
